# Bioassay records deposited in PubChem BioAssay by several laboratories.
# PP5 inh: blocks human protein phosphatase 5 activity; 0.18% of 320,000 active; inhibition, % at 6.7 µM; P53041; purified PP5c, OMFP substrate fluorescence;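 active = inhibition above the campaign's mean inhibition across all tested compounds plus 3 SD, cut at about 9.5% in these data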;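 note: 0% = DMSO only and 100% = 100 µM cantharidin control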
# Target sequence (P53041 whole entry, looked up): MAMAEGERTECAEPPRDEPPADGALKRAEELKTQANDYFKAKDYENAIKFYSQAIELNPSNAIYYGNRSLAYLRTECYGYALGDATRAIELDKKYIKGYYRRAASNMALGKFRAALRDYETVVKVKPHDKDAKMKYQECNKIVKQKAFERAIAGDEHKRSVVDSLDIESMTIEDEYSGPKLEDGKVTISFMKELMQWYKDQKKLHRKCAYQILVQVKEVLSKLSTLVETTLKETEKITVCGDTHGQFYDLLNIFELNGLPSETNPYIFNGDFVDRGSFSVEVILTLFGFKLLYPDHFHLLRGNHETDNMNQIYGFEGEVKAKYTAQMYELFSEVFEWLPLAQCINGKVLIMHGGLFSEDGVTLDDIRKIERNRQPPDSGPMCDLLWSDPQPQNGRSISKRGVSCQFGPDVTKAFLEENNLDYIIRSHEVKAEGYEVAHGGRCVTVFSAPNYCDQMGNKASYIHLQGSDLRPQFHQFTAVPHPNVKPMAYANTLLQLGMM
# core dimer inh: blocks dimerization of HCV core protein; 0.33% of 300,000 active; inhibition, % at 5 µM; TR-FRET GST/Flag-core106 dimerization, 1536-well;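 active = inhibition above the mean of all tested compounds plus 3 SD, set per screening campaign, cut at about 45% in these data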
#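 Assay system: Tagged HCV core106 pair (GST and Flag) | Buffer or medium: KF-containing HEPES buffer, pH 7.45, DTT, CHAPS, BSA | Also added: Eu donor and XL665 acceptor anti-tag antibodies | Dosing: One concentration, 5 µM, in 0.5% DMSO | Timing: 4 h at 22.5 °C | Technique: TR-FRET 671 and 617 nm emission | Repeats: Singlicate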
# EBNA-1 inhibitor: blocks EBNA-1 binding to DNA; EBNA-1 DNA binding, fluorescence polarization; inhibition, % at 14.8 µM; 0.34% of 300,000 active; in the data active = inhibition above about 28%
# CTSL1 counter: cathepsin L1 inhibition, PFM18AAP counter-screen | recombinant F. hepatica cathepsin L1, Z-Leu-Arg-MCA fluorescence | inhibition, % at 5.96 µM | 0.49% of 300,000 active;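 active = inhibition above the mean of all tested compounds plus 3 SD, set per screening campaign, cut at about 17% in these data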;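 note: 0% = plate median of test compound wells and 100% = 1 µM Z-Phe-Ala-diazomethylketone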
# TPT1 inh: blocks Candida albicans tRNA 2'-phosphotransferase | inhibition, % at 5 µM | 0.81% of 300,000 active | recombinant caTPT1, FP RNA substrate dephosphorylation;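 active = inhibition above the mean of all tested compounds plus 3 SD, set per screening campaign, cut at about 24% in these data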;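 note: plate controls were DMSO alone for no effect and ferristatin control at 100 nM for full effect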
# PREPL inhibitor: inhibits the human prolyl oligopeptidase-like enzyme | AID 2751 | 0.68% of 320,000 active | recombinant PREPL, fluorescence polarization activity-based probe | Q4J6C6 | inhibition, % at 5.96 µM; in the data active = inhibition above about 43%;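 note: 0% = enzyme with DMSO and 100% = wells lacking enzyme; many of its hits are not listed in these tables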
# ZTA counter: counter-screen for EBNA-1 inhibitors: inhibitors of Epstein-Barr virus ZTA | P03206 | ZTA-DNA binding, fluorescence polarization | inhibition, % at 11 µM | 0.15% of 320,000 active; in the data active = inhibition above about 33%
# Target sequence (P03206 whole entry, looked up): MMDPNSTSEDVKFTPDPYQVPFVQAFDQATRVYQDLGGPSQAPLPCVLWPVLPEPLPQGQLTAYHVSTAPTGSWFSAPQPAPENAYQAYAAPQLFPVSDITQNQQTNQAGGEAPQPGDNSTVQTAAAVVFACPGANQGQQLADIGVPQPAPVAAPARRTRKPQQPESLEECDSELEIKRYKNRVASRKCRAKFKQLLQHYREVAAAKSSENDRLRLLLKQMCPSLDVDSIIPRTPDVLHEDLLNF
# PP1 counter: blocks human PP1-alpha phosphatase, a PP5 counter-screen; 0.9% of 320,000 active; purified PP1alpha, OMFP fluorescence; AID 2235; P62136; inhibition, % at 6.7 µM;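 active = inhibition above the mean inhibition of all tested compounds plus 3 SD, computed separately for each screening campaign, cut at about 15% in these data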
# Efflux pump mplx: blocks antifungal efflux pumps in multiplex yeast assay. S. cerevisiae Candida pump triplex, Nile Red efflux. inhibition, % at 10 µM. 0.44% of 330,000 active;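 active = plate passing quality check with inhibition over a set limit, or well fluorescence over plate mean plus 4 SD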;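 note: Nile Red retained in pooled yeast measured as flow cytometry median fluorescence; 0% = buffer negative control and 100% = Enniatin B positive control; higher means more Nile Red kept so more efflux inhibition; some compounds called inactive have numbers as strong as hits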
# An asterisk follows results filed as active. This is a subset; count on the stated rates, not on these rows.
SMILES,PP5 inh,core dimer inh,EBNA-1 inhibitor,CTSL1 counter,TPT1 inh,PREPL inhibitor,ZTA counter,PP1 counter,Efflux pump mplx
Cc1ccc(OCC(=O)Nc2cc(C(C)(C)C)on2)cc1C,2.0,11,-3,-2,1,8,1,-4,0.3
O=C(CN1CCN(S(=O)(=O)c2cc(Cl)ccc2Cl)CC1)Nc1ccc2c(c1)OCCO2,0.7,15,-8,14,-5,26,-10,6,-0.3
Clc1cccc2c1CCN(Cc1nc(-c3cnccn3)no1)C2,1.0,6,-5,0,0,-15,6,3,0.0
CC1CCN(S(=O)(=O)c2ccc3[nH]c(=O)ccc3c2)CC1,-1.4,1,-13,2,0,4,-6,1,-0.2
COCCn1c(CN2CC(C)CC(C)C2)nc2c1c(=O)n(C)c(=O)n2C (centres undefined),1.7,-4,-3,-4,-1,-6,0,-8,-0.2
COc1ccc(CCNS(=O)(=O)c2ccc([N+](=O)[O-])cc2)cc1OC,0.1,1,7,0,1,-5,2,-5,0.1
N#CCc1c(C#N)c(N)nc(N2CCN(Cc3ccc4c(c3)OCO4)CC2)c1C#N,3.7,9,-5,1,21,35,3,13,-0.1
CC(OC(=O)Cc1ccsc1)C(=O)Nc1ccc(Cl)cn1 (centres undefined),-0.8,3,1,-21,-1,-6,-11,-3,0.0
CN(CC(=O)NCc1ccccc1F)S(=O)(=O)c1ccc(Cl)cc1,0.4,-2,-23,1,0,-4,3,-1,2.7
O=C(NCC1CCCO1)c1cc(S(=O)(=O)Nc2ccc(Br)cc2)ccc1Cl (centres undefined),-1.3,0,-6,-1,-1,-3,-6,3,0.0
Cn1cccc1Cc1nnc(SCC(=O)Nc2nccs2)n1CCc1ccccc1,0.8,-2,6,-6,-1,-4,1,0,-0.1
COc1ccc(NC(=O)CN2CCN(S(=O)(=O)c3ccc(Br)cc3)CC2)c(OC)c1,2.4,13,8,-1,-2,23,1,-1,0.1
O=C1CC(C(=O)Nc2cccc(Cl)c2)n2ncnc2N1 (centres undefined),-0.2,0,5,1,2,-15,10,-1,0.0
O=C(c1ccc(F)cc1Cl)N1CCN(CCc2ccccc2)CC1,0.9,2,-4,0,4,8,0,2,0.1
CC1(C)CC(=O)C=C(c2cccs2)C1,-0.2,4,11,0,-2,-4,5,4,0.0
COc1ccc(OC)c(C(=O)COC(=O)c2cccnc2Cl)c1,0.0,-2,5,3,1,6,-6,6,-0.1
O=[N+]([O-])c1cc(/C=N/Nc2nc(N3CCCCC3)nc(N3CCCCC3)n2)ccc1O,0.6,-10,-2,-1,3,5,-8,3,0.2
CCC1(C)Cc2c(c(=O)n(-c3ccccc3)c3ncnc(N)c23)CO1 (centres undefined),2.5,-2,-8,-2,-7,5,1,1,0.1
CCOc1ccc(NC(=O)CSc2nc3c(c(=O)n2-c2ccccc2OC)SCC3)cc1,1.6,1,-12,13,3,10,-13,0,-0.1
CCNc1nc(C)cc(COC)c1C#N,1.2,-4,-12,-3,-1,6,-4,1,0.1
O=C(Nc1ccc(S(=O)(=O)O)cc1)c1ccc2c(c1)S(=O)(=O)c1ccccc1C2=O,-3.0,-1,4,-1,-5,-8,-4,2,-0.1
CCOc1cccc(CN2CCCC(C(=O)Nc3cccc(-n4cccn4)c3)C2)c1 (centres undefined),1.0,-1,5,2,3,-17,7,1,-0.2
Cc1ccc(S(=O)(=O)N(C)C)cc1NC(=O)COC(=O)CCC1CCCC1,2.9,0,-10,2,-1,10,-12,-5,0.0
O=c1oc(-c2ccccc2F)nc2c1cnn2-c1ccccc1,2.2,5,-18,0,-1,10,-4,-5,0.5
COc1cc(OC)cc(C(=O)N2CCN(C(=O)c3cccs3)CC2)c1,-2.7,-15,2,0,0,-3,-19,8,-0.1

# A draw from above in order of SMILES length, ascending:
SMILES,PP5 inh,core dimer inh,EBNA-1 inhibitor,CTSL1 counter,TPT1 inh,PREPL inhibitor,ZTA counter,PP1 counter,Efflux pump mplx
CCNc1nc(C)cc(COC)c1C#N,1.2,-4,-12,-3,-1,6,-4,1,0.1
Clc1cccc2c1CCN(Cc1nc(-c3cnccn3)no1)C2,1.0,6,-5,0,0,-15,6,3,0.0
COc1ccc(OC)c(C(=O)COC(=O)c2cccnc2Cl)c1,0.0,-2,5,3,1,6,-6,6,-0.1
CCC1(C)Cc2c(c(=O)n(-c3ccccc3)c3ncnc(N)c23)CO1 (centres undefined),2.5,-2,-8,-2,-7,5,1,1,0.1
COCCn1c(CN2CC(C)CC(C)C2)nc2c1c(=O)n(C)c(=O)n2C (centres undefined),1.7,-4,-3,-4,-1,-6,0,-8,-0.2
CCOc1ccc(NC(=O)CSc2nc3c(c(=O)n2-c2ccccc2OC)SCC3)cc1,1.6,1,-12,13,3,10,-13,0,-0.1
O=C(Nc1ccc(S(=O)(=O)O)cc1)c1ccc2c(c1)S(=O)(=O)c1ccccc1C2=O,-3.0,-1,4,-1,-5,-8,-4,2,-0.1

# Following part:
SMILES,PP5 inh,core dimer inh,EBNA-1 inhibitor,CTSL1 counter,TPT1 inh,PREPL inhibitor,ZTA counter,PP1 counter,Efflux pump mplx
O=C(CCNC(=O)C1CCN(S(=O)(=O)c2ccccc2)CC1)NCc1ccccn1,-0.3,1,-6,-4,3,8,7,-4,0.1
CC(C)c1ccccc1N1CC(C(=O)O)CC1=O (centres undefined),0.4,1,-5,-3,4,4,0,-1,-0.3
CNC(=S)N1CCC(n2cnc3ccccc32)CC1,1.3,0,-4,-1,0,-1,-16,-2,0.0
CCn1c(=NC(=O)CSC(C)=O)sc2ccccc21,0.9,-2,12,-25,0,-13,8,0,0.2
O=C(O)Cc1ccc(NS(=O)(=O)c2ccccc2Br)cc1,-4.6,-2,-14,-3,3,13,3,-5,0.1
Cc1cc(C)n(C(=O)CNC(=O)c2ccc3c(c2)OCCO3)n1,1.5,-5,-2,-1,-2,-4,11,-1,-0.2
COc1ccc(C(=S)N2CCCC2)cc1Br,1.5,0,-2,-3,3,-3,-8,-1,0.0
COc1ccc(NC(=O)CSc2ccc(-c3ccco3)nn2)c(OC)c1,2.6,13,4,1,-2,11,-26,-3,0.2
COc1ccc(C(=O)NCC(=O)NC2=NCCS2)cc1,2.2,5,-9,-1,-1,11,-3,4,0.0
COc1ccc(-c2csc(Nc3ccccc3)n2)cc1,1.1,-4,6,5,-2,13,2,4,-0.1
O=C(NCCc1ccccn1)C1CC(=O)N(Cc2ccccc2Cl)C1 (centres undefined),0.2,-2,-3,-2,0,18,-12,-1,-0.2
O=C(Cn1cnc2c(oc3nc4c(cc32)CCCC4)c1=O)Nc1ccccc1,-0.9,2,0,-1,3,8,-22,-2,-0.1
CN(c1ccc(C(=O)NCc2ccccn2)cc1)S(=O)(=O)c1ccc(Cl)cc1,0.8,-8,-1,0,-6,-12,-7,0,-0.1
Cc1ccc(Nc2nc(C(=O)NCCCN3CCOCC3)cs2)cc1,0.4,-3,14,1,0,2,10,1,0.0
Cc1ccc(CNS(=O)(=O)c2cccc3nsnc23)cc1,-2.2,2,2,1,-1,-9,3,-2,-0.2
COc1ccc(N(CC(=O)N2CCOCC2)S(C)(=O)=O)cc1,1.3,-8,-5,-2,-3,5,-1,1,0.1
Cn1c(CBr)c(C(=O)c2ccc([N+](=O)[O-])cc2)c(=O)n(C)c1=O,-3.2,-2,5,4,3,1,16,-4,0.0
COc1ccc([N+](=O)[O-])cc1NCc1ccco1,-0.6,-1,-6,12,-4,12,8,2,-0.1
O=C(c1cc2c(ccc3ccccc32)oc1=O)N1CCN(CCO)CC1,1.6,-44,-10,1,0,10,-9,-7,-0.1
CCN(CC)C(=O)c1sc(NC(=O)c2cccc([N+](=O)[O-])c2)c(C#N)c1C,0.0,-1,-7,1,-1,0,3,-3,0.1
O=C(COc1ccc(Cl)cc1)NNC(=O)C(=O)N1CCCCC1,3.4,-6,8,2,-1,23,7,-2,-0.1
O=C(Cc1c[nH]c2ccccc12)NNC(=O)c1ccccc1,1.5,-15,-6,-5,0,9,-25,2,0.0
COc1cccc(C(c2nnnn2Cc2ccccc2)N2CCN(C3CCCC3)CC2)c1OC (centres undefined),0.1,-3,-1,-2,2,-48,-12,0,-0.2
O=C(Cn1ncc2c1-c1ccccc1OC2)N1CCc2ccccc21,2.7,-12,-12,0,-3,-14,-13,14,0.0
CCc1ccc(S(=O)(=O)NCc2cn3c(C)csc3n2)s1,-3.0,9,14,-2,2,-5,12,-2,0.0
COc1ccc(S(=O)(=O)/N=C2/C=CC(=O)C(C)=C2C)cc1,2.6,12,0,-2,-3,-1,5,-2,0.1

# Structures above that have a cyano group (3):
SMILES,PP5 inh,core dimer inh,EBNA-1 inhibitor,CTSL1 counter,TPT1 inh,PREPL inhibitor,ZTA counter,PP1 counter,Efflux pump mplx
N#CCc1c(C#N)c(N)nc(N2CCN(Cc3ccc4c(c3)OCO4)CC2)c1C#N,3.7,9,-5,1,21,35,3,13,-0.1
CCNc1nc(C)cc(COC)c1C#N,1.2,-4,-12,-3,-1,6,-4,1,0.1
CCN(CC)C(=O)c1sc(NC(=O)c2cccc([N+](=O)[O-])c2)c(C#N)c1C,0.0,-1,-7,1,-1,0,3,-3,0.1
